Assay outcomes: PubChem, Johns Hopkins Ion Channel Center
CHT inh: inhibitors of human choline transporter CHT; CHT-expressing cells, membrane potential dye, choline response; hits give low values; B-score at 10 µM; 0.86% of 310,000 active; AID 488975;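 active = B-score over 3 SD under the library average, and starting fluorescence ratio not unusually high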;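 note: choline stimulus applied at its EC90 after an EC20 pre-addition; B-score computed on integrated fluorescence ratio after choline addition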
Target sequence (Q9GZV3 whole entry, looked up): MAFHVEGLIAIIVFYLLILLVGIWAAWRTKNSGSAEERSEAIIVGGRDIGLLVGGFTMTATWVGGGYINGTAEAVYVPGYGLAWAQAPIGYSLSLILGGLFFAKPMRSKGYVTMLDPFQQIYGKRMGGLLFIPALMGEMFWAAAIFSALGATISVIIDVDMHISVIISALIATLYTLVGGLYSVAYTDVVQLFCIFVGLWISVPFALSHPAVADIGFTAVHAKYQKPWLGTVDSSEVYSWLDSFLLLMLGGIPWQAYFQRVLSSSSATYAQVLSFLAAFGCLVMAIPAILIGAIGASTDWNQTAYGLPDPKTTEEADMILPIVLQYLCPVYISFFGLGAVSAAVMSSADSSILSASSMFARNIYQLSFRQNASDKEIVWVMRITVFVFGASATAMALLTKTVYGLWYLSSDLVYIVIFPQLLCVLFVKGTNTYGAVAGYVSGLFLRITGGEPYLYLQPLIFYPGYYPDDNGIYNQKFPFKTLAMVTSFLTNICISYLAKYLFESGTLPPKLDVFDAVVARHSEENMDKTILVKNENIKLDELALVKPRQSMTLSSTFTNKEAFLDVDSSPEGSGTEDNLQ
KCNQ2 block: KCNQ2 channel blockers in CHO-K1 cells – cell-based, FluxOR thallium flux, B-score, primary screen (AID 2156). O88943. 1.1% of 310,000 active. 20 min; hits give low values. B-score at 10 µM;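 active = fluorescence ratio B-score at most minus 3 library SDs, with starting brightness B-score within 2 library SDs, cut at about -5.5 in these data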
Kir21 inh: blocks the mouse Kir2.1 inward-rectifier potassium channel. P35561. HEK293-Kir2.1, FluxOR thallium flux fluorescence; hits give low values. B-score at 10 µM. 0.85% of 310,000 active. AID 1672;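 active = fluorescence ratio B-score at or below minus 3 SD of library scores, with starting-brightness B-score within 2 SD, cut at about -4.2 in these data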;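 note: channel flux triggered by added potassium and thallium sulfate stimulus; B-score of peak minus minimum fluorescence over baseline after thallium stimulus; more negative B-score means stronger Kir2.1 block with less thallium influx; some compounds called inactive have numbers as strong as hits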
Target sequence (P35561 whole entry, looked up): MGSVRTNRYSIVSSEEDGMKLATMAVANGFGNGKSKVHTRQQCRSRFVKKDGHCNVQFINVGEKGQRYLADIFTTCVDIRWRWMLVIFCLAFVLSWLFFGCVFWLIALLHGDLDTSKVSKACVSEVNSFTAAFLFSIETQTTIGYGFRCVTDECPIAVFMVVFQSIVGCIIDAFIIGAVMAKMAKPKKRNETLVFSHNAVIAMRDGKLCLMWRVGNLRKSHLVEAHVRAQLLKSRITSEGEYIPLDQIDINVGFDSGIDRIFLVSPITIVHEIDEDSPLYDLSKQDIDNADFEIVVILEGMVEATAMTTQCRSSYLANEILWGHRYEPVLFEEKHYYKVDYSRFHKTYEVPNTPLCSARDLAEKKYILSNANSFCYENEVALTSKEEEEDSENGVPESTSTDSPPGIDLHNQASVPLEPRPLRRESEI
* hit, by the source's call; i = inactive. Not a hit list, and some 2.6% of all compounds hit somewhere here.

Screens in order: CHT inh	KCNQ2 block	Kir21 inh
- CCCCN1CCc2c([nH]c3c(C)cccc23)C1=O
 : i	i	-1.9
- Cc1c(-c2n[nH]c(=S)n2-c2ccc(C(F)(F)F)cc2)nnn1-c1ccccc1
 : i	i	1.3
- O=C(NC(=S)NCc1cccnc1)c1ccccc1
 : i	i	1.3
- COc1ccc(C(c2c(NC(=O)c3ccccc3)sc(C)c2C)N2CCN(CCO)CC2)cc1 (stereo unspecified)
 : i	i	-2
- OCCNCc1c(OCc2ccc(Cl)cc2)ccc2ccccc12
 : i	i	-6.8*
- Cc1cc(SCC#N)n2nc(C)c(-c3ccc(Cl)cc3)c2n1
 : i	i	2.2
- O=C(/C=C/c1ccc(O)cc1)OCc1occc(=O)c1O[C@@H]1OC(CO)[C@@H](O)[C@H](O)[C@@H]1O (stereo partly specified)
 : i	i	1
- Cc1ccc(NC(=O)NC2CCCCCCC2)c(C)c1
 : i	i	-0.75
- O=C1OCCC1Sc1nnc(-c2cccnc2)n1-c1ccccc1F (stereo unspecified)
 : i	i	-1.8
- CCn1ncc(NC(=S)Nc2ccc(OC)c(OC)c2)c1C(N)=O
 : i	i	1.7
- COc1ccc(CC2S/C(=C(\C#N)C(=O)NCc3ccco3)N(c3ccc(C)cc3)C2=O)cc1 (stereo unspecified)
 : i	i	-1.3
- CC(C)(C)c1cc(CCC(=O)NN)cc(C(C)(C)C)c1O
 : i	i	-0.05
- CCN(CC)S(=O)(=O)c1ccc(N2CCCC2)c(NC(=O)C2CCCCC2)c1
 : i	i	-0.83
- Nc1ccccc1S(=O)(=O)NCCCCc1ccccc1
 : i	i	-1.4
- CC(NS(=O)(=O)c1ccccc1)C(c1cccs1)N1CCOCC1 (stereo unspecified)
 : i	i	-1.2
- O=C(CSc1nnc(CCCO)n1-c1ccccc1)NCCc1ccccc1
 : i	i	0.33
- N#C/C(=C\Nc1ccccc1SC(F)(F)F)c1nc(-c2ccccc2)cs1
 : i	i	0.05
- COc1ccc(COC(=O)c2cc([N+](=O)[O-])ccc2N2CCOCC2)cc1F
 : i	i	0.03
- Cc1ccc2c(Cl)c(C(=O)NCC3CCCO3)sc2c1 (stereo unspecified)
 : i	i	0.01
- C=CCOc1ccccc1CN1CCC(C(=O)Nc2cccc(-c3ccn[nH]3)c2)CC1
 : i	i	-3.1
- CCC(C)NC(=O)c1ccc(NS(=O)(=O)c2ccc3[nH]c(=O)[nH]c3c2)cc1 (stereo unspecified)
 : i	i	1.7
- Cn1c(SCC(=O)NCc2cccs2)nnc1-c1ccc(S(=O)(=O)N2CCCC2)cc1
 : i	i	-1.7
- C=CCNC(=O)c1cc2c(=O)n3ccccc3nc2s1
 : i	i	0.31
- CCOC(=O)C1CCN(C(=S)Nc2cc(C)ccc2C)CC1
 : i	i	1.6
- O=C(COC(=O)c1cccnc1)Nc1cccc(Cl)c1
 : i	i	0.1
- COC(=O)c1n[nH]n(-c2cc(Cl)cc(Cl)c2)c1=O
 : i	i	-0.69
- COCCn1c(-c2ccc(-c3ccc([N+](=O)[O-])cc3Br)o2)nc2c1c(=O)[nH]c(=O)n2CC(C)C
 : i	i	1.6
- O=C(NC(=S)NCc1ccccc1)c1ccccc1
 : i	i	-0.38
- COC(=O)c1ccc(-c2nc3ccccc3[nH]2)cc1
 : i	i	0.3
- O=[N+]([O-])c1cccc(CSc2ncnc3ccccc23)c1
 : i	i	0.54
- COc1ccc(CNC(=S)N/N=C(/C)c2ccccc2)cc1
 : i	i	1
- CS(=O)(=O)c1ccc2nc(NC(=O)C3CC3)sc2c1
 : i	i	0.31
- CCC(C)NC(=O)CS(=O)(=O)Cc1nc(-c2cccc(OC)c2)oc1C (stereo unspecified)
 : i	i	-3.3
- O=C(O)C1Cc2ccccc2CN1C(=O)COc1ccc(Br)cc1 (stereo unspecified)
 : i	i	-2.9
- CN(Cc1ccccc1)C(=O)C(C(=O)c1ccc(F)cc1)n1cc(Cl)ccc1=O (stereo unspecified)
 : i	i	0.55
- Clc1ccc(Nc2ncnc3c2cnn3-c2ccccc2)cc1
 : i	i	-0.01
- CCN(CC)S(=O)(=O)c1cc([N+](=O)[O-])ccc1N1CCC(C(N)=O)CC1
 : i	i	1.6
- Cc1cc([N+](=O)[O-])nn1CC(=O)NCc1ccc(Cl)cc1
 : i	i	0.87
- CCOC(=O)C1=C(C)N=c2s/c(=C\c3ccc(OCC(=O)O)cc3)c(=O)n2C1c1ccc(Cl)cc1 (stereo unspecified)
 : i	i	-1.1
- O=C(CSc1ccc(-c2cccnc2)nn1)N1CCCCC1
 : i	i	0.9
- COc1ccc(C(=O)COC(=O)c2cc(S(=O)(=O)NCc3ccccc3)ccc2O)cc1
 : i	i	0.87
- CS(=O)(=O)Nc1ccc(C(=O)NC2CCCCC2)cc1
 : i	i	1.6
- CC(C)(C)N(Cc1ccccc1)C(=O)CSc1nc2ccccc2c(=O)[nH]1
 : i	i	0.92
- CCOc1ccc(C(C(=O)NCC2CCCO2)N(C(=O)c2snc(C(N)=O)c2N)c2cccc(F)c2)cc1 (stereo unspecified)
 : i	i	1.3
- O=C(Cn1cnc2c(oc3ccccc32)c1=O)NCCc1ccccc1
 : i	i	0.51
- COc1ccccc1-n1cc(C(=O)NCC(=O)N2CCN(c3ccccc3)CC2)c2ccccc2c1=O
 : i	i	0.53
- CC1CN(C(=O)CS(=O)(=O)Cc2ccc(Cl)cc2)CC(C)O1 (stereo unspecified)
 : i	i	-0.17
- Cc1cccnc1NC(=O)c1ccc(S(=O)(=O)N2CC(C)OC(C)C2)cc1 (stereo unspecified)
 : i	i	0.31
- Cc1ccccc1N1CCN(C2CCCN(C(=O)CCN3CCCCC3=O)C2)CC1 (stereo unspecified)
 : i	i	0.05
- Cn1c(=O)oc2cc(S(=O)(=O)NCCN3CCc4ccccc4C3)ccc21
 : i	i	-0.23
- CCCS(=O)(=O)c1nc(S(=O)(=O)c2ccc(C)cc2)c(N2CCC(O)CC2)s1
 : i	i	-0.77
- CCS(=O)(=O)c1ccc2oc(Nc3ccc(OC)cc3)nc2c1
 : i	i	-2.7
- O=C(NCC(c1cccnc1)N1CCN(c2ccc(F)cc2)CC1)c1ccc2c(c1)OCO2 (stereo unspecified)
 : i	i	-0.11
- COC(=O)c1nc2n(n1)C(c1cc(OC)ccc1OC)C(C(=O)OC1CCCCC1)=C(C)N2 (stereo unspecified)
 : i	i	-0.38
- COc1cccc(-n2c(SCC(N)=O)nc3c([nH]c4ccccc43)c2=O)c1
 : i	i	-1.4
- Cc1ccccc1NC(=O)c1ccc(F)c(S(=O)(=O)N2CCCCC2)c1
 : i	i	-0.24
- CC(C)NC(=O)C1CCN(C2CCN(C(=O)c3ccc4cccc(F)c4n3)CC2)CC1
 : i	i	1.1
- CCn1nc(CCC(=O)O)c2ccccc2c1=O
 : i	i	0.54
- COc1ccccc1Nc1cc2cc(Br)ccc2c(=O)[nH]1
 : i	i	0.95
- CCN(CC1COc2ccccc2O1)S(=O)(=O)c1ccc(C)cc1 (stereo unspecified)
 : i	i	-4.8*

Complete entries, looked up by structure.
Cc1ccccc1NC(=O)c1ccc(F)c(S(=O)(=O)N2CCCCC2)c1 is listed with CHT inh = i; KCNQ2 block = i; Kir21 inh = -0.24
COc1ccccc1-n1cc(C(=O)NCC(=O)N2CCN(c3ccccc3)CC2)c2ccccc2c1=O is listed with CHT inh = i; KCNQ2 block = i; Kir21 inh = 0.53
Cn1c(=O)oc2cc(S(=O)(=O)NCCN3CCc4ccccc4C3)ccc21 is listed with CHT inh = i; KCNQ2 block = i; Kir21 inh = -0.23

Additional structures
Screens in order: CHT inh	KCNQ2 block	Kir21 inh
- O=C(COC(=O)c1cc(NS(=O)(=O)c2cccs2)ccc1O)Nc1ccccc1
 : i	i	0.59
- O=c1c2c(ncn1CCO)nc1n2CCC1
 : i	i	0.47
- CN(C)CCNC(=O)c1cccc(NS(=O)(=O)c2ccc(Cl)c(Cl)c2)c1
 : i	i	-0.5
- CCN1C(=O)N(S(=O)(=O)C(F)(F)F)[C@@H](c2ccccc2)C(C(=O)OC)=C1C
 : i	i	-1.4
- CC(=O)OC1=C(O)C(=O)c2ccccc2C1=O
 : i	i	0.58
- O=C1C=C(Nc2ccc(Cl)cc2)CC(c2ccccc2)C1 (stereo unspecified)
 : i	i	-1.8
- CCCCNC(=O)CSc1nnc(Cc2ccccc2)n1CC1CCCO1 (stereo unspecified)
 : i	i	0.55
- CC1=C(OC(=O)C(C)(C)C)C(C)(C)C(c2ccccc2)OC1=O (stereo unspecified)
 : i	i	1.5
- Cc1cc(C)n2c(Nc3ccc4c(c3)OCCO4)c(-c3ccc(C)o3)nc2n1
 : i	i	0.41
- CCC(C(=O)NCC1CCCO1)N(C(=O)CNS(=O)(=O)c1ccccc1)c1ccc(F)cc1 (stereo unspecified)
 : i	i	-0.3
- Cc1ccc(S(=O)(=O)NCCNC(=O)c2ccc(C)nc2)cc1
 : i	i	-0.41
- O=C(Nc1ccc(Cl)cc1Cl)c1cccc(N2C(=O)C=CC2=O)c1
 : i	i	2.2
- CN(C)C(=O)CSc1nnc(Cc2ccccc2)n1CC1CCCO1 (stereo unspecified)
 : i	i	1.7
- Cc1ccc(OCc2nc3c4c(ncn3n2)-c2ccccc2CC42CCCC2)cc1
 : i	i	-0.91
- Cc1[nH]ccc(=O)c1OCc1c(F)cccc1Cl
 : i	i	-0.91

A portion taken from the entries so far, for reference:
Screens in order: CHT inh	KCNQ2 block	Kir21 inh
- Cc1ccc2c(Cl)c(C(=O)NCC3CCCO3)sc2c1 (stereo unspecified)
 : i	i	0.01
- C=CCOc1ccccc1CN1CCC(C(=O)Nc2cccc(-c3ccn[nH]3)c2)CC1
 : i	i	-3.1
- CCC(C)NC(=O)c1ccc(NS(=O)(=O)c2ccc3[nH]c(=O)[nH]c3c2)cc1 (stereo unspecified)
 : i	i	1.7

Additional entries.
Screens in order: CHT inh	KCNQ2 block	Kir21 inh
- O=C(Nc1ccc(OC(=O)c2ccco2)cc1)c1ccco1
 : i	i	0
- O=C(COC(=O)c1ccc(CNS(=O)(=O)c2ccc(F)c(Cl)c2)cc1)NCC1CCCCC1
 : i	i	-2.5
- Cc1c(Cl)cccc1NC(=O)CSc1nccn1C
 : i	i	-0.12
- CCc1ccccc1NC(=O)c1ccc(-n2c(C)ccc2C)cc1
 : i	i	0.9
- Cc1sc(NC(=O)c2ccco2)c(C(c2cccnc2)N2CCN(c3ccc(F)cc3)CC2)c1C (stereo unspecified)
 : i	-10*	-0.43
- Cc1ccc(CSCC(=O)Nc2cc(S(=O)(=O)N3CCOCC3)ccc2OC(C)C)cc1
 : i	i	-4.1
- Cc1cc(Br)ccc1SCC(=O)OCC(=O)Nc1ncc(C(F)(F)F)cc1Cl
 : i	i	0.93
- COC(=O)COc1ccccc1C(N)=O
 : i	i	-0.42
- C=CCn1c(NCCO)nc2c1c(=O)n(C)c(=O)n2C
 : i	i	2.1
- CC(CN1CCN(Cc2ccccc2)CC1)c1ccccc1 (stereo unspecified)
 : i	i	0.32
- CCCCn1c(N)c(N(CC(C)C)C(=O)C2CCN(S(=O)(=O)c3ccc(OCC)cc3)CC2)c(=O)[nH]c1=O
 : i	i	1.6
- CN(C)C(=O)N1CCC(C(=O)NCc2ccc3c(c2)OCO3)CC1
 : i	i	-0.48
- COc1c2c(nc3ccccc13)OC(C(C)(O)COC(C)=O)C2 (stereo unspecified)
 : i	i	1.6
- COc1ccc(NC(=O)c2cccc(S(=O)(=O)N3CCN(C)CC3)c2)c(OC)c1
 : i	i	-0.02
- CCC1Sc2ccc(S(=O)(=O)CCC(=O)NCc3ccco3)cc2NC1=O (stereo unspecified)
 : i	i	0.01
- CCN1CCCC1Cn1cnc2c([nH]c3cccc(Cl)c32)c1=O (stereo unspecified)
 : i	i	-0.94
- COc1ccc(F)cc1C(=O)C1CCCN(Cc2cccn2-c2cccnc2)C1 (stereo unspecified)
 : i	i	-2.5
- C/C(=N\NC(=O)Cc1csc(N2CCOCC2)n1)c1ccc(Cl)c(Cl)c1
 : i	i	0.16
- OCCSc1nc(N2CCOCC2)nc(N2CCOCC2)n1
 : i	i	-1
- COC(=O)CCN(C1CCCCC1)S(=O)(=O)c1ccc(S(=O)(=O)NC2CCCCC2)cc1
 : i	i	1
- CCCCn1c(N)c(N(CC(C)C)C(=O)c2cccc(OCc3ccccc3)c2)c(=O)[nH]c1=O
 : i	i	-4.1
- CCC(CC)NCc1ccc(OC)cc1OC
 : i	i	-0.16
- COCCNC(=O)C(=O)N/N=C(\C)CC(=O)Nc1ccc(Cl)cc1Cl
 : i	i	-0.09
- CCc1ccccc1NC(=O)COc1ccc(N2CC(C(N)=O)CC2=O)cc1 (stereo unspecified)
 : i	i	-0.03
- O=C(Cn1c(-c2ccccc2)c[n+]2ccsc12)c1ccc(Br)cc1
 : i	i	1.5
- Cc1ccc2c(c1)c1c(n2CC(O)Cn2c(C)nc3ccccc32)C(=O)CCC1 (stereo unspecified)
 : i	i	-0.37
- Cc1ccc(NC(=O)CCN2C(=O)CSC2=O)c(C)c1
 : i	i	1.1
- Cc1ccc(C(CNC(=O)c2ccc(Br)o2)N2CCN(C)CC2)cc1 (stereo unspecified)
 : i	i	-0.12
- CCOC(=O)c1ccc(CNC(=O)Cn2nnc(-c3ccc(C)cc3)n2)o1
 : i	i	-0.16
- COc1cc(CSC)nc(-c2ccccc2)n1
 : i	i	0.34
- O=C(CNC(=O)c1ccccc1)OCc1ccc([N+](=O)[O-])cc1
 : i	i	0.08
- C=CCNC(=O)c1ccc(C)c(Br)c1
 : i	i	0.01
